High-throughput results deposited in PubChem by The Scripps Research Institute Molecular Screening Center.
OX1R antag-1 = antagonists of human orexin 1 receptor | CHO/OX1R cells, Fluo-8 calcium fluorescence, orexin A | inhibition, % at 5 µM | 330,000 compounds, 0.43% hits | AID 434989;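 active = inhibition above its plate's threshold, mean inhibition of all tested compounds on the plate plus 3 SD, cut at about 37% in these data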;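 note: 0% = orexin A challenge wells and 100% = SB-334867-A antagonist wells; not every result past the cut was called active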
Target sequence (O43613 whole entry, looked up): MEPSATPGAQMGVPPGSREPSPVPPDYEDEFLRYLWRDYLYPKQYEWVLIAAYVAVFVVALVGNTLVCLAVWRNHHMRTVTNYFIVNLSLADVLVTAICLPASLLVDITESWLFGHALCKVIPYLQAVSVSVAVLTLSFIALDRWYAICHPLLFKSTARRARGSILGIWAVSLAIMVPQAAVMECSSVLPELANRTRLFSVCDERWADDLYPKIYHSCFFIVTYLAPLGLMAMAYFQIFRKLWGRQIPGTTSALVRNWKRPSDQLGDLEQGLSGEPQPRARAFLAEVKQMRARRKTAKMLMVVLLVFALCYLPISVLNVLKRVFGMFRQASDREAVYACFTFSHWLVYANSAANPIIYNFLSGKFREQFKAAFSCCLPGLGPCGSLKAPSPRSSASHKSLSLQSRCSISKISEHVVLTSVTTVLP
OX1R antag-2 = OX1R (human) antagonism. O43613. OX1R-expressing cells, FRET antagonist read-out. inhibition, % at 6.6 µM. 330,000 compounds, 1.8% hits. AID 485270; in the data active = inhibition mostly above about 38%, no sharp cut-off; inactive = mostly below about 40%;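 note: 0% = agonist challenge alone and 100% = reference antagonist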
* hit, by the source's call.

Values run as follows: OX1R antag-1	OX1R antag-2
- COC(=O)Cc1c[nH]c2ccc(OCC(O)CNC(C)C)cc12 (configuration not stated)
→ -3	5
- O=c1c2c(c(-c3ccccc3)nn1Cc1ccccc1)CCCC2
→ -23	6
- Cc1ccc(SC(c2ccccc2)C(Cn2cncn2)C(=O)c2ccccc2)cc1 (configuration not stated)
→ -44	16
- CCC(=O)c1ccc(N2CCN(S(=O)(=O)c3ccccc3)CC2)c(F)c1
→ -21	7
- O=C(Cc1ccc(F)cc1)N[C@@H]1c2ccccc2CC[C@H]1OCc1ccccc1
→ -24	9
- CN(C)S(=O)(=O)N1CCN(CC(O)COc2ccc3cc(Br)ccc3c2)CC1 (configuration not stated)
→ 11	8
- CCCCOc1ccc(C(=O)Nc2ccc3c(c2)C(=O)NC3=O)cc1
→ -3	13
- CC1CCN(CCCNC(=O)CN2C(=O)CSc3ccc(S(=O)(=O)N4CCOCC4)cc32)CC1
→ 7	9
- CCOC(=O)c1ccc(S(=O)(=O)N2CCN(CC3CC=CCC3)CC2)cc1 (configuration not stated)
→ 0	5
- O=C(O)CCc1ccc(-c2ccc(Cl)cc2)n1CC(=O)Nc1ccccc1
→ -19	-6
- Cc1nc2ccc(N=NC3=C(O)CC(C)(C)CC3=O)cc2s1
→ 11	62*
- COc1cc(SSc2cc(OC)cc([N+](=O)[O-])c2N)c(N)c([N+](=O)[O-])c1
→ -11	18
- CCCn1nnnc1NC(=O)c1cccs1
→ -1	-2
- CCn1c(SCC(=O)Nc2ccc(S(=O)(=O)Nc3onc(C)c3C)cc2)nnc1-c1ccccc1
→ -10	4
- CCOc1ccc(-c2csc(C3COc4ccccc4O3)n2)cc1 (configuration not stated)
→ -26	-2
- Cc1cc(C)nc(SCC2COc3ccccc3O2)n1 (configuration not stated)
→ -6	12
- Cc1ccc(-n2cc(CNCC3CC(=O)N(C4CC4)C3)c(-c3cccc(C)c3)n2)cc1 (configuration not stated)
→ -20	18
- COCCCN1CC(=O)N2C(c3ccccc3)c3[nH]c4ccccc4c3C[C@H]2C1=O (some centres not stated)
→ -22	13
- COc1ccc(/C=C/C(=O)NC(=S)Nc2ccc(S(=O)(=O)Nc3cc(C)on3)cc2)cc1
→ -6	36
- CC(=O)c1ccc(S(=O)(=O)N2CCN(C(=O)CN3C(=O)NC4(CCCC4)C3=O)CC2)cc1
→ -2	6
- Cc1nnnn1CC(=O)Nc1ccccc1[N+](=O)[O-]
→ -2	21
- CC(C)(C)NC(=O)NC(=O)COC(=O)c1nc(-c2ccccc2)n(-c2cccc(C(F)(F)F)c2)n1
→ -45	9
- O=C(CC1CCCCC1)NCc1cn2ccsc2n1
→ -19	20
- CCOC(=O)c1c(NC(=O)c2ccnn2C)sc(C)c1C
→ 2	13
- COc1ccc(Cn2c(=O)[nH]c3cc(C(=O)N4CCN(c5ccccc5OC)CC4)ccc3c2=O)cc1
→ -23	2
- O=S(=O)(NCc1cn2ccccc2n1)c1cccs1
→ -3	18
- COc1cccc(/C=N/Nc2ncnc3scc(-c4ccccc4)c23)c1O
→ -13	38
- CC(C)=CCC(C)(C)C1OCCN1C(=O)c1ccccc1 (configuration not stated)
→ -20	13
- Cc1cc(C)c2nc(N3CCC(C(=O)NCCCN4CC(C)CC(C)C4)CC3)sc2c1 (configuration not stated)
→ -23	13
- CCn1c(COc2ccccc2)nnc1SCC(=O)NC1CCCCC1
→ -11	2
- COC(=O)CNC(=O)c1c(-c2c(Cl)cccc2Cl)noc1C
→ -18	16
- C[C@H](N)c1nnc(SCc2ccc(Cl)cc2Cl)o1
→ -10	8
- N#CCC(=O)Nc1ccc(C(=O)OCC(=O)c2c[nH]c3ccccc23)cc1
→ 20	39*
- CCN(CC)CCNC(=O)c1cc(Br)c(N)cc1OC
→ 6	5
- O=C(CNS(=O)(=O)c1cccc(Br)c1)NCCCc1ccccc1
→ -25	18
- Cc1ccc(S(=O)(=O)N(C)c2ccc(OCC(=O)Nc3nc4c(ccc5ccccc54)s3)cc2)cc1
→ -2	9
- CC(=O)NC(Cc1cccc(C)c1)C(=O)NC1CCN(c2ncccc2[N+](=O)[O-])CC1 (configuration not stated)
→ -18	9
- NC1=NC[C@H](Cc2ccc(O)cc2)N1CCCCC1CCCCC1
→ -7	23
- CC(=O)C1=C(O)C(=O)N(C)C1c1ccccc1[N+](=O)[O-] (configuration not stated)
→ 14	21
- CCOc1ccc2nc(NC(=O)COc3ccc(N(C)S(=O)(=O)c4ccc(C)cc4)cc3)sc2c1
→ -18	5
- COC(=O)CSc1nc2cc(C)ccc2cc1C#N
→ -18	31
- COc1ccc(CNC(=O)c2cc(C)nc3ccccc23)cc1OC
→ -37	12
- Clc1ccccc1CN1CCSCC1
→ -12	1
- Cc1ccc(OC/C(=N\O)C(C)(C)C)c([N+](=O)[O-])c1
→ -17	27
- CC(NC(=O)c1ccc(Cl)cc1)c1nnc(SCC(=O)NC2=NCCS2)n1C (configuration not stated)
→ -15	11
- COc1ccc(C(=O)CC(=O)c2ccc(F)cc2)cc1
→ -16	19
- Cc1cc(-c2nn(-c3ccccc3F)cc2CN2CCCC(CO)C2)c(C)s1 (configuration not stated)
→ -40	12
- O=C(COc1ccccc1Cl)NCCCN1CCOCC1
→ -10	5
- CCn1c(=O)c(=O)[nH]c2cc(C(=O)NC3CCCC3)ccc21
→ 6	11
- O=C(CSCc1nc2ccccc2[nH]1)Nc1ccc(Oc2ccccc2)cc1
→ 0	27

Next part.
Values run as follows: OX1R antag-1	OX1R antag-2
- CCCNC(=O)N1CCN(c2nc(C(C)C)c3c(c2C#N)CC(C)(C)OC3)CC1
→ -37	10
- CN(Cc1ccccc1)C(=O)C1CCCN(Cc2ccc(Cl)cc2)C1 (configuration not stated)
→ -24	13
- COc1ccc(N2CCN(C(=O)c3cc(N4C(=O)C5C6CCC(C6)C5C4=O)ccc3Cl)CC2)cc1 (configuration not stated)
→ -23	15
- Cc1c(NC2(c3nnnn3-c3ccc(Br)cc3)CCCCC2)c(=O)n(-c2ccccc2)n1C
→ -27	20
- CCCc1ccc(OCc2ccc(C(=O)Nc3cccc(C)n3)o2)c(OC)c1
→ -40	17
- CN(CC(=O)Nc1ccccc1N1CCOCC1)CC(=O)Nc1ccc(F)c(F)c1F
→ -8	4
- C=CCn1c(CSc2nc3ccccc3s2)nnc1SCC(=O)NCc1ccccc1
→ -22	25
- COc1ccc(-c2csc(C)n2)cc1
→ -8	26
- CCOC(=O)CC1C(=O)NCCN1Cc1cccc(OC)c1 (configuration not stated)
→ 1	11
- COc1ccc(-n2nc(C(=O)NCC(=O)NCC3CCCO3)c3ccccc3c2=O)cc1Cl (configuration not stated)
→ -23	17
- CCc1c(O)nc(SCC(=O)Nc2ccc3c(c2)CCC3)[nH]c1=O
→ -10	11
- Cc1ccccc1OCCCC(=O)Nc1nccs1
→ -9	-2
- COc1ccccc1CNC(=O)CCN1C(=O)COc2ccc(C)cc21
→ -25	8
- CC1(C)Cc2nc3oc4c(=O)n(CC(=O)Nc5ccc(Cl)cc5)cnc4c3cc2CO1
→ -27	3
- Cn1cccc1C(=O)c1cccc([N+](=O)[O-])c1
→ -11	40
- Cc1ccc(C)c(N2CCN(C(=O)CCS(=O)(=O)c3ccc4c(c3)CCN4C(=O)C3CC3)CC2)c1
→ -30	20
- CC(C)=CCC/C(C)=C/CNC(=O)C[C@H]1C[C@H](C(=O)N2CCOCC2)[C@@]2(CCC3CCCC3)c3[nH]c4cc(-c5ccco5)ccc4c3CCN2C1=O
→ -29	5
- Nc1nc(-c2ccc(Cl)cc2)c(N=Nc2ccc(S(=O)(=O)N3CCOCC3)cc2)s1
→ 3	19
- CC(C)NC(=O)COC(=O)c1ccc(NS(=O)(=O)c2ccc3c(c2)OCCO3)cc1
→ 2	12
- CCOC(=O)NC(NC(=S)Nc1ccc(OCC)cc1)C(Cl)(Cl)Cl (configuration not stated)
→ 2	14
- Cc1ccc(-n2nc(C(=O)O)c3ccccc3c2=O)cc1C
→ -10	1
- CCCCn1c(N)c(N(CC)C(=O)C2CCCC2)c(=O)[nH]c1=O
→ -12	-3
- COc1ccc2[nH]c3nc(SC(C)C)nnc3c2c1
→ -17	6
- CC(NC(=O)c1cc(S(=O)(=O)N(C)C)ccc1Cl)c1ccc(-n2ccnc2)cc1 (configuration not stated)
→ 0	22
- CC1CN(CC(O)COC2CCC(C(C)(C)C)CC2)CC(C)O1 (configuration not stated)
→ -37	-9
- COc1cc(OC)cc(C(=O)NC(=S)Nc2ccc(N3CCCC3)cc2)c1
→ -15	17
- COc1ccc(C)c2sc(=NC(=O)c3ccc(C(C)=O)cc3)n(C)c12
→ -7	30
- CCn1cc(C(=O)NCCCN2CCC(C)CC2)c(=O)c2cc(S(=O)(=O)N(C)C3CCCCC3)ccc21
→ -36	11
- O=C(Nc1ccc(-c2nnc3n2CCCCC3)cc1)c1cc2ccccc2o1
→ -34	7
- O=C1CC(c2ccco2)CC2=C1C=Nc1ccccc1N2 (configuration not stated)
→ -11	24
- Cc1ccc(NC(=O)[C@@H]2CCCN2C(=O)[C@@H]2Cc3ccccc3CN2)c(C)c1
→ -25	0
- CC(C)c1ccc(Nc2ncccc2C#N)cc1
→ -12	28
- CN(C)N1C(=O)CC(N2CCCC2)C1=O (configuration not stated)
→ -4	23
- CCCn1c(=O)c2ccccc2n2c(SCC(=O)/C(C#N)=C(\C)N)nnc12
→ -15	14
- CCOc1ccc(CCNC(=O)c2ccc(CS(=O)Cc3cccc(Cl)c3)o2)cc1 (configuration not stated)
→ -33	8
- O=C(OCn1nnc2ccccc2c1=O)c1ccc2ncsc2c1
→ -28	20
- O=C(Cc1ccsc1)Nc1ccc(Cl)cc1Cl
→ -26	20
- Cc1ccnc(Nc2nc(-c3ccc(F)cc3)cs2)c1
→ -36	34
- C=CCN(CC=C)Cc1c(O)ccc2c1oc(=O)c1ccccc12
→ -18	19
- COc1ccc(CNC(=S)NC2CCCC2)cc1
→ -2	17
- C/C=C/c1ccc(OCCCCOc2ccccc2F)c(OC)c1
→ -38	24
- COc1ccc(S(=O)(=O)N2CCCCCC2)cc1C(=O)N(C)CCOc1ccccc1
→ -30	26
- Cc1cccc(-c2nc(CN3CCCC(C(=O)NC4CCCCCC4)C3)c(C)o2)c1 (configuration not stated)
→ -18	25
- CC(C)C(=O)NNC(=O)c1cc2sccc2s1
→ -3	6
- COc1ccccc1Oc1ccc(S(=O)(=O)N2CCOCC2)cc1S(=O)(=O)N1CCOCC1
→ -22	9
- CCc1oc(C(=O)O)cc1COC
→ -3	6
- CCCC(=O)c1c[nH]c(C(=O)N2CCOCC2)c1
→ 7	3
- CC1(c2ccc(Cl)cc2)NC(=O)N(CC(=O)Nc2ccc(N3CCCCC3)cc2)C1=O (configuration not stated)
→ 1	-7
- O=C1CC(Nc2ccc(N3CCOCC3)cc2)C(=O)N1CCc1ccccc1 (configuration not stated)
→ -21	28
- CC(C)(C)C(=O)NC1CC2CCCC(C1)N2C(=O)Nc1cccc(Cl)c1 (configuration not stated)
→ -24	12

Following part.
Values run as follows: OX1R antag-1	OX1R antag-2
- COCCSc1nc2sc3c(c2c(=O)n1-c1ccccc1)CCN(C)C3
→ -12	18
- COc1cc(S(=O)(=O)NCc2ccncc2)c(OC)cc1C
→ -11	13
- Brc1ccccc1-c1nc(-c2ccccc2)no1
→ 1	4
- Cc1ccc(S(=O)(=O)NC(C)C(=O)OCC(=O)N(C)c2ccccc2)cc1 (configuration not stated)
→ -5	6
- C=CCn1c(SCC(=O)OCC)nc(C(F)(F)F)cc1=O
→ -27	7
- COCCNC(=S)NN=C1CCCCC1
→ -20	11
- O=C(CN1CCN(c2ccccn2)CC1)Nc1ccc(F)c(F)c1
→ -15	-3
- O=C(CN(C(=O)CCC(=O)Nc1nccs1)c1ccc(F)c(Cl)c1)NCc1ccco1
→ -23	7
- O=C1CC(C(=O)N(c2ccc(F)cc2)C(C(=O)NC2CCCC2)c2ccccn2)CS1 (configuration not stated)
→ -27	-6
- CCC(=O)c1ccc(N2CCCCCC2)c(F)c1
→ -24	-1
- Cc1cnc(NC(=O)C2CC=CCC2)s1 (configuration not stated)
→ -11	8
- Cc1ccc(-c2nn(-c3ccccc3)c3[nH]c(=O)c(CNCc4ccccc4)cc23)cc1
→ -36	11
- Cc1cc(C)c(C)c(OCc2nc(-c3cccnc3)no2)c1
→ -34	16
- Cn1sc(NC(=O)c2ccc(Cl)cc2)nc1=O
→ -9	9
- CC1Oc2ccccc2N(CC(=O)NCc2ccc3c(c2)OCO3)C1=O (configuration not stated)
→ -27	12
- O=C1CCCN1CCCNc1ncnc2sccc12
→ 9	11
- COc1ccc(NC(=O)CCCC2=NS(=O)(=O)c3ccccc3N2)cc1
→ -7	12
- CCOC(=O)c1sc(N(C)C)nc1-c1ccccc1
→ -24	22
